# Efflux pump mplx = antifungal efflux pump inhibition, Nile Red retention. S. cerevisiae Candida pump triplex. inhibition, % at 10 µM. 0.44% of 330,000 active;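 active = plate passing quality check with inhibition over a set limit, or well fluorescence over plate mean plus 4 SD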;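 note: Nile Red retained in pooled yeast measured as flow cytometry median fluorescence; 0% = buffer negative control and 100% = Enniatin B positive control; higher means more Nile Red kept so more efflux inhibition; some compounds called inactive have numbers as strong as hits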
# AGP1-GFP MLPCN = modulators of TOR pathway AGP1-GFP in S. cerevisiae | 0.02% of 320,000 active | GFP response vs DMSO, % at 10 µM | S. cerevisiae AGP1-GFP multiplex flow cytometry, 3 h; GFP as percent of DMSO wells;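 active = GFP response relative to DMSO above a set limit, near screen average plus 3 SD, cut at about 150% in these data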;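 note: median GFP channel fluorescence of the gated AGP1 strain per well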
# AHR act = activators of human aryl hydrocarbon receptor. AHR-responsive luciferase reporter cells, luminescence. 2.5% of 320,000 active. P35869. activation, % at 5 µM; in the data active = activation above about 47%;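 note: 0% = vehicle wells and 100% = reference agonist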
# Target sequence (P35869 whole entry, looked up): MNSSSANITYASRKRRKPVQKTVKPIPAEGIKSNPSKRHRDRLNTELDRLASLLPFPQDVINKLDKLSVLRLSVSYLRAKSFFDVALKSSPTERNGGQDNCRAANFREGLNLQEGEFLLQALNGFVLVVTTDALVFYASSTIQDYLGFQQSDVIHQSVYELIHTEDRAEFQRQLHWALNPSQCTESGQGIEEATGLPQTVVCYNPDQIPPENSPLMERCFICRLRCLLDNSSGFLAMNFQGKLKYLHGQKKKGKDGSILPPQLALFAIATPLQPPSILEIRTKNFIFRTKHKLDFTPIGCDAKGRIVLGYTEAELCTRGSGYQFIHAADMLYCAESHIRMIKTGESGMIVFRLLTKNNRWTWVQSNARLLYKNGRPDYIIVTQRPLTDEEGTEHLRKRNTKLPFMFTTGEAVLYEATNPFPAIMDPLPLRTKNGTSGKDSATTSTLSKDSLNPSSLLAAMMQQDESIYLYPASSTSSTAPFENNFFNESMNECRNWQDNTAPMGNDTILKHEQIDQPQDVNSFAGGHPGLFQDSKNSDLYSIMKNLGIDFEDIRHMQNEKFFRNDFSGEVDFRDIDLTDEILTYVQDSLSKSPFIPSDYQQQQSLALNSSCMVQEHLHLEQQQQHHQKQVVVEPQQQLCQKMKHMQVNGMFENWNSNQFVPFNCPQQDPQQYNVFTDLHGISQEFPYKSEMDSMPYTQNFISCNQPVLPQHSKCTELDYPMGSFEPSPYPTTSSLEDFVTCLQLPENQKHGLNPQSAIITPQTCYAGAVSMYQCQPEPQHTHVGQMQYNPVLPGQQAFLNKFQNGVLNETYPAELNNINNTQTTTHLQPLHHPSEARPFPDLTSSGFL
# LAP4-GFP MLPCN = yeast TOR pathway LAP4-GFP modulation; S. cerevisiae LAP4-GFP multiplex, flow cytometry GFP, 3 h; median GFP as percent of DMSO wells; GFP response vs DMSO, % at 10 µM; 0.34% of 320,000 active; AID 2023;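 active = GFP response vs DMSO above a set limit, about the screen mean plus 3 SD, cut at about 150% in these data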
# CR mimetic SO = yeast age-related superoxide inhibition as caloric restriction mimetic | S. cerevisiae aged cells, superoxide DHE fluorescence; stronger effect = lower value | superoxide response (% of plate mean), % at 10 µM | 0.18% of 330,000 active | AID 2690;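 active = superoxide response under a set limit, about three screen SD below normal, cut at about 65% in these data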;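 note: yeast aged for seven days with compound at 30 °C before DHE staining; 100% = average MFI of all compound-treated wells on the plate with controls excluded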
# MEP2 TOR yeast = alters MEP2-GFP fluorescence in TOR pathway yeast screen. S. cerevisiae MEP2-GFP strain, flow cytometry GFP, 3 h; 100% = DMSO control level. GFP response vs DMSO, % at 10 µM. 0.51% of 330,000 active;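 active = GFP response versus DMSO above a set limit, roughly screen mean plus 3 SD, cut at about 180% in these data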;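 note: median GFP fluorescence of the barcode-gated MEP2-GFP cells per well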
# RPL19A TOR yeast = alters RPL19A-GFP fluorescence in TOR pathway yeast screen. S. cerevisiae RPL19A-GFP strain, flow cytometry, 3 h; stronger effect = lower value. percent response vs DMSO, % at 10 µM. 0.3% of 330,000 active. AID 2025;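 active = percent response vs DMSO below 50%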;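 note: median channel GFP fluorescence of the barcoded RPL19A-GFP strain; ratio of sample median GFP to plate DMSO average so 100% = DMSO; lower means less RPL19A-GFP as with rapamycin TOR inhibition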
# CIT2 TOR yeast = yeast TOR pathway CIT2-GFP modulation. S. cerevisiae CIT2-GFP strain, flow cytometry, 3 h; 100 means same as DMSO wells. GFP response vs DMSO, % at 10 µM. 0.065% of 320,000 active;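 active = GFP response relative to DMSO above a set limit, near the screen mean plus 3 SD, cut at about 150% in these data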;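 note: ratio of well median GFP fluorescence to mean of DMSO wells on the plate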
# An asterisk follows results filed as active; nt = not tested or not shown. No enrichment for hits. About 3.9% of those tested had a hit in this group.
SMILES,Efflux pump mplx,AGP1-GFP MLPCN,AHR act,LAP4-GFP MLPCN,CR mimetic SO,MEP2 TOR yeast,RPL19A TOR yeast,CIT2 TOR yeast
COC(=O)COn1c(-n2nc(C)cc2C)nc2ccccc2c1=O,-0.3,104,0,97,108,106,108,109
CNC(=S)Nc1cccc(-c2cnc3ccccc3n2)c1,-0.3,104,118*,97,87,103,104,100
CN(C)c1ccc(NC(=O)Nc2ccc3snnc3c2)cc1,0.1,98,34,104,90,101,98,98
CC(Sc1ncnc2c1cnn2-c1ccccc1)C(=O)Nc1ccc(N2CCOCC2)cc1 (configuration not stated),0.8,100,32,103,119,101,99,95
COc1ccc(CC(=O)OC(C)C(=O)Nc2ccc(Cl)cn2)cc1 (configuration not stated),0.3,92,-2,91,94,96,91,86
CCS(=O)(=O)c1ccc(O)c(NC(=O)COc2ccc(C)cc2)c1,0.1,107,2,96,113,104,102,106
O=C(COC(=O)c1cc([N+](=O)[O-])ccc1N1CCOCC1)Nc1ccccc1OC(F)F,0.0,105,6,109,89,101,104,104
CCCCNC(=O)c1onc(CSc2ccc(Cl)cc2)c1C(=O)NCCCC,-0.1,92,-2,134,88,97,103,109
Cc1cccc([C@@H]2C[C@H]3CN(Cc4cccc(Cl)c4)C(=O)[C@]34CCCN24)n1,0.0,96,1,91,92,101,103,96
CC(C)NC(=O)C(=O)NCc1ccccn1,0.1,104,1,107,79,102,96,102
CC(C)N1C(=O)N(c2ccccc2)C(C)(O)CC1(C)C (configuration not stated),-0.1,99,8,105,102,107,102,95
CC(C)NC(=S)N/N=C/c1cccs1,0.0,89,6,92,93,87,95,91
CC1(C)CC2CC(C)(CN2C(=O)COC(=O)c2ccc(O)cc2O)C1 (configuration not stated),-0.4,97,-1,98,118,102,97,90
Cc1ccccc1Cn1nc(C)c(NC(=O)C2c3ccccc3Oc3ccccc32)c1C,0.2,98,-1,106,112,134,98,95
CN(Cc1cccc(Cl)c1Cl)C(=O)CCNC(=O)c1ccco1,0.1,104,-1,96,119,106,101,106
CCOc1ccc(OCC)c(NC(=O)CN(C)S(=O)(=O)c2cnc[nH]2)c1,0.0,97,9,92,99,101,93,98
CC(C)[C@H](Nc1nc(-c2ccccc2)nc2c1oc1ccccc12)C(=O)O,0.0,109,12,107,102,111,109,114
O=S(=O)(c1ccc(Cl)cc1)n1c(Cc2ccccc2)nc2ccccc21,-0.1,113,1,105,96,112,103,103
CCCCc1cc(=O)oc2c(CN3CCCC3)c(O)c(Cl)cc12,-0.1,61,11,98,102,98,91,91
COc1ccc([N+](=O)[O-])cc1NCc1ccccc1C,-0.1,71,4,121,104,89,108,65
CCn1cc(CCCC(=O)NCc2cccnc2)c2ccccc21,-0.1,93,nt,88,99,107,103,106
Cc1cccc(C(=O)NNC(=O)c2ccccc2-n2cccc2)c1,0.1,97,16,95,108,91,100,87
CCn1c(SCC(=O)NC2CCCCC2)nnc1-c1ccco1,0.0,105,0,97,89,105,103,99
CN(C)/C=C1/Sc2ccccc2C1=O,0.0,101,12,103,125,95,102,98
CC(C)Cc1nnc(NC(=O)CCC(=O)NC2CC2)s1,0.2,104,2,106,98,106,106,106

# The results go on:
SMILES,Efflux pump mplx,AGP1-GFP MLPCN,AHR act,LAP4-GFP MLPCN,CR mimetic SO,MEP2 TOR yeast,RPL19A TOR yeast,CIT2 TOR yeast
O=C(O)CCC(=O)NNC(=O)c1cccc(Cl)c1,0.3,103,3,107,66,97,102,100
c1ccc(OCc2nc(-c3ccncc3)no2)cc1,0.0,103,3,106,95,102,103,99
Cc1ccc(NC(=O)CNCc2ccccc2)cc1Br,0.1,97,6,109,90,121,101,102
O=C(Nc1ccc(Cl)cc1)C1CCCN(c2ncnc3c2nc2n3CCCCC2)C1 (configuration not stated),0.1,103,3,96,97,98,104,96
Cc1noc(C)c1C(=O)Nc1cccc2ncccc12,0.1,104,1,89,92,110,102,94
COc1cc(CNC2CCCC2)c(Br)cc1OC1CCCC1,-0.2,109,3,99,116,102,109,112
COc1ccc(C(=O)Nc2cc(C)c(NC(=O)c3ccccc3OC)cn2)cc1,0.1,96,-13,106,110,100,99,96
O=C(CCSc1ccccc1)Nc1nnc(-c2ccccc2)o1,-0.3,106,0,105,100,105,102,99
CCCC(=NCCc1c(C)[nH]c2ccccc12)C1=C(O)CC(c2ccccc2)CC1=O (configuration not stated),0.4,90,5,83,101,93,94,88
CC(Nc1nc(-c2cccnc2)nc2ccccc12)c1ccc(F)cc1 (configuration not stated),0.0,95,2,99,107,93,96,94
CN(C)/C=N/c1ncn(-c2ncc(C(F)(F)F)cc2Cl)n1,-0.1,107,2,96,98,109,109,111
Cn1cccc1CC(=O)NNC(=O)Nc1ccc(F)cc1,0.0,97,0,90,94,99,102,97
O=C(c1ccc(N2CCCC2=O)cc1)N1CCCCCC1,0.0,100,0,95,93,100,97,99
Cc1ccc(-c2ccc(OCC(=O)N3CCOCC3)cc2)cc1,0.2,90,8,99,88,98,97,90
CCOc1ccccc1N(CC(=O)OC)S(C)(=O)=O,-0.1,99,1,104,97,98,96,101
CS(=O)c1ccccc1COC(=O)Nc1ccccc1 (configuration not stated),-0.1,106,0,96,110,99,99,97
O=C(N=C1SC2CS(=O)(=O)CC2N1Cc1ccc(F)cc1)C1CC1 (configuration not stated),-0.1,105,0,100,115,108,104,109
O=C(CSc1nnnn1-c1cccc2c1CCCC2)N1CCCCC1,0.1,104,0,101,86,102,98,101
COCCCNc1nc2ccccc2nc1NS(=O)(=O)c1cc(Cl)ccc1Cl,0.0,104,5,95,102,102,108,103
COc1ccc(NS(=O)(=O)c2ccc(C)c(C(=O)N3CCCCCCC3)c2)cc1,0.0,104,1,105,95,105,103,97
CCn1cc(/C=N\NC(=O)c2ccc3c(c2)c(C)c(C)n3Cc2ccccc2)c(C)n1,0.0,102,2,102,103,103,101,103
CCN(CC)c1ccc(CNc2nc3ccccc3n2C)cc1,0.0,99,22,102,94,106,104,100
CC(C)Oc1ccc(CNCCC2(C(C)C)CCOC(C)(C)C2)cc1 (configuration not stated),-0.1,104,0,96,95,102,102,104
CC1CCc2c(C(=O)N3CCN(S(=O)(=O)c4cccs4)CC3)csc2C1 (configuration not stated),0.1,94,0,109,106,101,94,99
Cc1ccc(-n2ncc3c(=O)n(CC(=O)N4CCN(C(=O)c5ccco5)CC4)cnc32)cc1,0.1,100,2,99,109,100,99,99

# 3 entries drawn at random from the list so far:
SMILES,Efflux pump mplx,AGP1-GFP MLPCN,AHR act,LAP4-GFP MLPCN,CR mimetic SO,MEP2 TOR yeast,RPL19A TOR yeast,CIT2 TOR yeast
Cn1cccc1CC(=O)NNC(=O)Nc1ccc(F)cc1,0.0,97,0,90,94,99,102,97
CC(Nc1nc(-c2cccnc2)nc2ccccc12)c1ccc(F)cc1 (configuration not stated),0.0,95,2,99,107,93,96,94
COc1ccc(C(=O)Nc2cc(C)c(NC(=O)c3ccccc3OC)cn2)cc1,0.1,96,-13,106,110,100,99,96

# Whole records, quoted from the list.
# `CCOc1ccccc1N(CC(=O)OC)S(C)(=O)=O` reads Efflux pump mplx = -0.1; AGP1-GFP MLPCN = 99; AHR act = 1; LAP4-GFP MLPCN = 104; CR mimetic SO = 97; MEP2 TOR yeast = 98; RPL19A TOR yeast = 96; CIT2 TOR yeast = 101
# `O=C(N=C1SC2CS(=O)(=O)CC2N1Cc1ccc(F)cc1)C1CC1` (configuration not stated) reads Efflux pump mplx = -0.1; AGP1-GFP MLPCN = 105; AHR act = 0; LAP4-GFP MLPCN = 100; CR mimetic SO = 115; MEP2 TOR yeast = 108; RPL19A TOR yeast = 104; CIT2 TOR yeast = 109

# Following part:
SMILES,Efflux pump mplx,AGP1-GFP MLPCN,AHR act,LAP4-GFP MLPCN,CR mimetic SO,MEP2 TOR yeast,RPL19A TOR yeast,CIT2 TOR yeast
CN(C)c1ccc(C(C(=O)NCC2CCCO2)N(C(=O)c2snc(C(N)=O)c2N)c2ccc3c(c2)OCO3)cc1 (configuration not stated),-0.4,99,6,99,99,87,102,96
Cc1ccc(C=Nc2cc([N+](=O)[O-])ccc2C)s1,-0.4,95,10,87,102,100,101,95
CCOC(=O)c1ccc(NC(=O)COC(=O)Cc2csc(-c3ccccc3)n2)cc1,0.3,101,2,97,110,101,102,99
C=C(C)C(=O)Nc1nnc(-c2cccs2)s1,-0.2,89,47,107,98,101,98,98
O=C(Nc1ccc(N2CCCCC2)cc1)c1ccc2ccccc2n1,-0.1,88,63*,92,97,103,92,93
Cc1ccc(C)c(NC(=O)CN2C(=O)c3ccccc3C2=O)c1,0.0,99,2,101,113,107,101,102
Cc1nc2nc(SCC(=O)N3CCOCC3)nn2c(C)c1Cc1c(F)cccc1Cl,-0.1,103,0,93,90,98,101,102
COC(=O)C(NS(=O)(=O)c1ccccc1Br)C(C)C (configuration not stated),0.0,85,3,100,99,88,95,85
Cc1ccccc1-c1noc(C2CCCCC2)n1,0.1,106,-5,80,102,102,94,85
CN(Cc1ccccc1)C(=O)CC(c1ccccc1)c1cc(Cl)ccc1O (configuration not stated),0.4,99,2,101,115,108,104,101
COc1ccc(-c2nc3ccccc3c(=O)n2CCOc2cccc(C)c2C)cc1,0.2,94,1,103,86,115,92,97
Cc1ccc(NC(=O)c2c(C(F)(F)F)nn(C)c2SCc2cccc(C(F)(F)F)c2)cc1C,0.3,99,10,101,118,102,100,98
CN1CCN(c2ccccc2NC(=O)c2ccc(-c3ccc(Cl)c(Cl)c3)o2)CC1,8.1*,17,63*,94,115,113,97,102
O=C(COc1ccccc1C(=O)NCc1ccncc1)Nc1ccc(Br)cc1,-0.2,100,10,99,100,98,99,97
COC(=O)c1c(NC(=O)C2C3C=CC(CC3)C2C(=O)O)sc(C)c1C (configuration not stated),-0.3,117,0,98,92,94,99,84
O=C(CCC(=O)c1cccs1)NCCc1ccc(F)cc1,0.0,107,19,106,94,100,95,99
COc1ccccc1NC(=O)CN(c1ccc([N+](=O)[O-])cc1)S(=O)(=O)c1ccccc1,-0.3,105,13,95,95,100,107,103
Cc1cc(C)nc(NS(=O)(=O)c2ccc(NC(=O)CCN3C(=O)c4ccccc4C3=O)cc2)n1,-0.2,105,2,104,81,109,101,104
CC(=O)CCc1ccc(OCC(O)CNC2CCCc3ccccc32)cc1 (configuration not stated),-0.1,106,4,110,96,145,110,90
Cc1cccc(NC(=O)CSCC(=O)N(C)CC(=O)Nc2cccc(F)c2)c1,0.0,101,5,105,83,102,92,94

# Arranged by count of non-hydrogen atoms (largest number first): 3 of the compounds above
SMILES,Efflux pump mplx,AGP1-GFP MLPCN,AHR act,LAP4-GFP MLPCN,CR mimetic SO,MEP2 TOR yeast,RPL19A TOR yeast,CIT2 TOR yeast
CN(Cc1ccccc1)C(=O)CC(c1ccccc1)c1cc(Cl)ccc1O (configuration not stated),0.4,99,2,101,115,108,104,101
O=C(Nc1ccc(N2CCCCC2)cc1)c1ccc2ccccc2n1,-0.1,88,63*,92,97,103,92,93
COC(=O)C(NS(=O)(=O)c1ccccc1Br)C(C)C (configuration not stated),0.0,85,3,100,99,88,95,85
